hcDAF-12 act: activates DAF-12 receptor from parasite H. contortus. HEK293 hcDAF-12 lit1-tk-luc reporter, luminescence; 0% DMSO, 100% Δ7-dafachronic acid. activation, % at 6.8 µM. hit rate 1.4% among 370,000;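 active means activation above the mean of all tested compounds plus 3 SD, cut at about 5.5% in these data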;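 further: 100% = response to 3 µM Δ7-dafachronic acid high control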
HGIII-sPLA2 inh: Inhibits HGIII-sPLA2 liposome hydrolysis, primary screen | inhibition, % at 12.2 µM | QFRET BODIPY PC-A2 liposome hydrolysis, fluorescence | hit rate 0.56% among 370,000;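 active means inhibition above mean plus 3 SD of compounds lying within the high and low control bounds, cut at about 19% in these data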;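 further: 0% = median of test compound wells and 100% = no enzyme DMSO wells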
Target sequence (Q9NZ20 whole entry, looked up): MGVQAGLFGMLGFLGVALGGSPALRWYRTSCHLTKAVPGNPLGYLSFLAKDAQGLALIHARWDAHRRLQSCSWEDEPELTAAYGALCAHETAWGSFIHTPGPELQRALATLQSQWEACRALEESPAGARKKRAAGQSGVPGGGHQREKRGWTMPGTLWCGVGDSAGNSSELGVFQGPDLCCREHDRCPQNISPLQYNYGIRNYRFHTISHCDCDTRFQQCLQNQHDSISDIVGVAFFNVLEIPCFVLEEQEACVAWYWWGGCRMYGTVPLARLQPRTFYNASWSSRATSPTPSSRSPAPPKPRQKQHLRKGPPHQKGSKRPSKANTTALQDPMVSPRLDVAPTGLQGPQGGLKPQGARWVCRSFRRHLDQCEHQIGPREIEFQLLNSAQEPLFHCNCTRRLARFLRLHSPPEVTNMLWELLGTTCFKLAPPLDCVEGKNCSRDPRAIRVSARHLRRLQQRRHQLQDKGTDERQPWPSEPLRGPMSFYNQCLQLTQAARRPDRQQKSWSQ
SMARCA2 activ: SMARCA2 function activation, primary screen. MG213 cells, MMTV-luciferase reporter, dexamethasone, overnight. activation, % at 9.1 µM. hit rate 1% among 370,000. AID 652017; in the data active means activation above about 7.8%;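 further: 0% = vehicle wells and 100% = reference activator wells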
NR1D1 modulator: modulates human Rev-erb alpha binding to DNA | activity, % at 10 µM | Rev-erbα–FITC-DNA binding, fluorescence polarization, 90 min | P20393 | hit rate 0.79% among 370,000;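 active means activity above about 14%, limit read from the data; passing the limit was not always enough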;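 further: 0% = DMSO wells with 35 nM protein and 100% = DMSO wells with 750 nM protein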
ssDAF-12 act: S. stercoralis DAF-12 activation, primary screen. HEK293 ssDAF-12/GRIP1 lit1-tk-luc reporter, luminescence; % of 3 µM dafachronic acid response. activation, % at 6.8 µM. hit rate 1% among 370,000. AID 652126;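 active means activation above the mean over all tested compounds plus 3 SD, cut at about 0.9% in these data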;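 further: 0% = DMSO-only wells and 100% = 3 µM delta7-dafachronic acid wells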
PLC-beta3 inh: PLC-beta3 (human) inhibition, primary screen. inhibition, % at 12.2 µM. Q01970. hit rate 0.18% among 370,000. Purified PLC-beta3, fluorogenic substrate, fluorescence; in the data active means inhibition above about 11%;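 further: 0% = median of compound wells on plate and 100% = full blocker control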
FXN GAA850 act: frataxin GAA850 promoter activation; hit rate 0.56% among 360,000; AID 540364; activation, % at 6 µM; HEK293 lucGAA850 FXN promoter luciferase reporter, 24 h; percent of 10 µM SAHA response;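 active means activation above the average of all compounds screened plus 3 SD, cutoff fixed separately per campaign, cut at about 7.5% in these data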;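 further: 0% = DMSO wells and 100% = 10 µM SAHA wells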
DAX1 inh-1: inhibitors of human orphan nuclear receptor DAX1 (NR0B1); P51843; HEK293 Gal4-DAX1 luciferase reporter, luminescence; inhibition, % at 6.75 µM; hit rate 0.99% among 340,000; AID 504766;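 active means inhibition above the mean over all tested compounds plus 3 SD, cut at about 4.2% in these data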;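 further: 0% = DAX1-transfected cells with DMSO and 100% = empty-vector control cells with DMSO; inhibition shows as a rise in luminescence from relieved DAX1 repression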
Target sequence (P51843 207-470 limits assumed): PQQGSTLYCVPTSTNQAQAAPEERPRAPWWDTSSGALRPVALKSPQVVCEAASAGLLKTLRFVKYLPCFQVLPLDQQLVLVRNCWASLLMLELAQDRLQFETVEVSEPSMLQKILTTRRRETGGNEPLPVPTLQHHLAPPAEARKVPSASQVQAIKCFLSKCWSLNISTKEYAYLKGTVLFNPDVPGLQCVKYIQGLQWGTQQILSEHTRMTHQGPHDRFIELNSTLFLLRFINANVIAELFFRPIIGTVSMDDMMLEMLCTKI
DAX1 inh-2: inhibitors of DAX1 repression of SF-1 activated StAR promoter; hit rate 1.1% among 370,000; HEK293T StAR-luciferase reporter, SF-1/DAX-1 repression relief; inhibition, % at 6.8 µM; AID 652010;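 active means inhibition above the mean over all tested compounds plus 3 SD, cut at about 3.6% in these data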;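 further: 0% = DAX-1 cells with DMSO and 100% = cells lacking DAX-1 with DMSO; higher inhibition means more luminescence from relief of DAX-1 repression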
PG9 Ab binder: small molecules binding HIV-1 gp120 antibody PG9 | inhibition, % at 6.7 µM | TR-FRET gp120-PG9 antibody binding | hit rate 0.43% among 360,000 | AID 624416; in the data active means inhibition above about 8.5%
hgDAF-12 ag: activates the H. glycines DAF-12 receptor ligand-binding domain | hit rate 1.8% among 370,000 | HEK293 GAL4-hgDAF12 UAS-luciferase reporter, agonist luminescence; normalized to butyrate control | activation, % at 6.8 µM;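 active means activation above a cutoff set at the mean of all screened compounds plus 3 SD, cut at about 10% in these data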;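 further: 0% = DMSO wells and 100% = sodium butyrate wells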
The depositor's hits bear a star; . = not tested or not shown. Hits appear at their usual frequency; about 7% have a hit in one of these screens.

SMILES,hcDAF-12 act,HGIII-sPLA2 inh,SMARCA2 activ,NR1D1 modulator,ssDAF-12 act,PLC-beta3 inh,FXN GAA850 act,DAX1 inh-1,DAX1 inh-2,PG9 Ab binder,hgDAF-12 ag
COc1cccc(CNC(=O)CCCn2ncn3c(cc4occc43)c2=O)c1,-2.9,-1.8,0.3,-3.4,-1.2,-4.1,2.0,-0.2,-0.3,-0.3,-2.0
COC(=O)c1ccccc1Oc1ccc(NC(=O)C(C)(C)CCl)cc1,-1.7,-1.2,1.1,4.4,-1.6,-0.1,0.4,-0.3,-0.4,0.8,-3.7
NNC(=O)CN1C(c2ccccc2Br)=Nc2ccc(Br)cc2C1c1ccccc1 (stereo not drawn),1.9,-5.7,-5.5,3.9,-1.1,-8.2,9.2*,-1.9,-0.6,0.0,-0.7
CSc1nc(-c2ccc(Cl)cc2)nn1C(=O)c1ccco1,0.3,-6.1,5.1,2.5,-1.2,1.6,3.3,0.6,0.2,0.5,2.0
Cc1cc(C)n(-c2ccc(C)c(Cl)c2)n1,-0.1,11.0,-3.2,1.4,-0.6,-1.9,0.7,-0.1,-0.4,-1.7,0.1
COC(=O)N(C)C[C@H]1OCc2cn(nn2)CCCC(=O)N([C@@H](C)CO)C[C@@H]1C,-0.7,4.5,-3.2,-4.8,-1.1,0.3,.,.,2.1,-0.5,0.8
c1ccc(-c2nc(NCc3cccnc3)c3oc4ccccc4c3n2)cc1,6.3*,-23.8,-1.7,0.5,0.4,-3.9,1.5,-2.0,-1.5,-0.3,8.2
COc1ccc(-c2oc3ccc(-c4ccc(OC)nc4)cc3c2-c2ccc(OC)cc2)cc1,-1.4,6.9,-0.8,-1.6,-0.8,-3.2,2.2,0.2,0.7,-0.4,2.8
COC(=O)C1=C(C(=O)OC)[C@@]2([C@@H](Cc3ccc(C)cc3)Nc3ccccc3)C=C[C@@H]1O2,-4.2,1.9,.,-3.6,-2.5,-3.5,.,.,.,.,-10.9
CC(C)C(NC(=O)OCc1ccccc1)C(=O)OCC(=O)NCc1ccco1 (stereo not drawn),0.3,-17.5,-0.6,-0.4,-1.2,-6.3,0.5,-1.2,0.7,-1.3,-1.1
Clc1ccc2c(NCc3ccccn3)ncnc2c1,1.0,2.5,0.5,-1.6,-0.8,-12.2,2.4,0.9,0.6,-0.7,0.0
Oc1ccc(/C=N/Nc2ncc(Cl)cc2Cl)cc1,-0.8,-4.9,4.6,2.8,-1.3,-25.4,5.0,-0.9,0.5,-4.7,2.9
O=C(COC(=O)Cc1n[nH]c(=O)c2ccccc12)Nc1cccc(C(F)(F)F)c1,2.3,-10.0,2.5,-8.9,-1.0,-131.2,0.3,1.8,0.7,0.0,-0.3
COc1cc(-c2nnc(SCC3(c4ccccc4)OCCO3)o2)cc(OC)c1OC,-2.3,-7.6,-0.1,4.8,-1.6,-1.1,-0.1,-0.7,-0.8,0.2,0.7
O=C(c1ccc(F)cc1)N1CCN(C(=O)c2ccc([N+](=O)[O-])cc2)CC1,-1.8,2.9,-2.7,0.2,-0.3,-1.2,1.3,0.2,-0.1,2.2,-2.7

The list continues.
SMILES,hcDAF-12 act,HGIII-sPLA2 inh,SMARCA2 activ,NR1D1 modulator,ssDAF-12 act,PLC-beta3 inh,FXN GAA850 act,DAX1 inh-1,DAX1 inh-2,PG9 Ab binder,hgDAF-12 ag
N=C1C(c2nc3ccccc3[nH]2)=C(O)CN1c1ccc(CC(=O)O)cc1,0.4,0.6,-2.3,-0.7,-0.4,-43.1,1.3,0.1,1.0,-6.2,-0.5
CCn1c(SCC(=O)N2c3ccccc3CC2C)nnc1-c1ccco1 (stereo not drawn),-1.0,3.1,-1.1,-1.3,-1.2,-1.8,0.9,0.3,-1.5,0.7,-2.4
CCOC(=O)C1CCCN(C(=O)c2ccc3nc(-c4ccccc4)c(-c4ccccc4)nc3c2)C1 (stereo not drawn),-3.3,-16.5,-2.5,2.1,-1.2,-95.7,-0.8,0.2,-0.8,0.1,-3.4
Nc1ccc(CSc2ccc(Cl)cc2)cc1,-0.4,7.0,0.1,-5.4,-1.3,2.1,-0.5,-0.5,0.3,-0.6,-2.8
COc1ccc(OC)c(C(O)c2nc3ccccc3n2C)c1 (stereo not drawn),-1.4,3.8,-1.2,-3.6,-0.1,-5.6,0.3,0.2,-0.6,-0.3,-2.6
CC[n+]1c(/C=C/Nc2ccccc2)sc2ccccc21,-1.3,1.8,-3.7,0.7,-0.5,0.6,1.2,0.3,-1.1,0.6,-3.4
FC(F)(F)c1cccc(-c2nc(-c3ccncc3)no2)c1,0.0,3.8,9.2*,-0.6,-0.8,3.1,1.2,3.3,0.7,-2.2,6.1
O=S1(=O)CCC(n2ncc3c2/C(=C/c2ccccc2)CC3)C1 (stereo not drawn),-0.6,-0.5,-0.4,-1.8,-1.8,0.3,-0.1,-0.4,-0.6,-2.2,1.7
NNC(=O)CSc1nnnn1-c1ccccc1,-1.5,-1.3,-3.7,3.8,-1.6,-9.1,2.0,-0.5,0.8,0.2,0.6
CN(C(=O)c1ccc(Cl)c([N+](=O)[O-])c1)C1(C)CCS(=O)(=O)C1 (stereo not drawn),-0.6,4.0,-0.7,1.4,-1.4,-9.8,1.0,1.4,0.8,-1.4,-0.5
CC(C)C[C@H](NC(=O)Nc1ccc(S(N)(=O)=O)cc1)C(=O)O,-0.5,-1.4,0.9,0.6,-1.3,-1.2,0.4,1.9,0.4,0.4,-0.5
COc1ccc(S(=O)(=O)N2CCCC(C(=O)NCC3CCCO3)C2)cc1C (stereo not drawn),0.6,4.7,-3.1,-2.5,-0.8,-7.3,0.7,0.1,0.8,-1.2,-1.3
O=C(COC(=O)c1ccc(F)cc1Cl)NC1CC1,-0.8,7.9,-0.8,1.2,-1.3,-0.8,2.4,0.5,0.2,-1.3,1.0
O=C1CC(NS(=O)(=O)c2cccnc2)CN1c1ccc(F)cc1 (stereo not drawn),0.5,2.1,-0.4,-1.0,-0.7,-1.3,-0.4,-0.5,3.9*,-0.4,0.2
O=C(CCC(=O)OCC(=O)c1ccc(Br)cc1)Nc1ccc(Br)c2cccnc12,-0.5,0.5,1.5,0.6,-1.8,1.1,-1.3,0.9,1.0,-3.0,5.1

Complete entries, quoted from the list. Screens in order: hcDAF-12 act, HGIII-sPLA2 inh, SMARCA2 activ, NR1D1 modulator, ssDAF-12 act, PLC-beta3 inh, FXN GAA850 act, DAX1 inh-1, DAX1 inh-2, PG9 Ab binder, hgDAF-12 ag
O=C1CC(NS(=O)(=O)c2cccnc2)CN1c1ccc(F)cc1 (stereo not drawn) reads 0.5, 2.1, -0.4, -1.0, -0.7, -1.3, -0.4, -0.5, 3.9*, -0.4, 0.2
Nc1ccc(CSc2ccc(Cl)cc2)cc1 reads -0.4, 7.0, 0.1, -5.4, -1.3, 2.1, -0.5, -0.5, 0.3, -0.6, -2.8

Carrying on:
SMILES,hcDAF-12 act,HGIII-sPLA2 inh,SMARCA2 activ,NR1D1 modulator,ssDAF-12 act,PLC-beta3 inh,FXN GAA850 act,DAX1 inh-1,DAX1 inh-2,PG9 Ab binder,hgDAF-12 ag
COC(=O)C1=C(N)Oc2cc(C)n(Cc3ccco3)c(=O)c2C1c1cccc(Cl)c1 (stereo not drawn),-0.6,-9.1,0.2,-3.3,-1.3,-2.3,0.8,0.0,0.1,-0.5,0.4
CN(C)/C=C1\N=C(c2ccc(Cl)cc2Cl)OC1=O,-0.4,2.8,0.6,6.0,-1.1,-3.6,2.7,2.4,0.3,-0.3,7.2
CC(CCc1ccccc1)NC(=O)CCCn1ncn2c(cc3occc32)c1=O (stereo not drawn),-1.2,-0.9,-1.3,-2.1,-0.8,-5.7,1.9,0.6,0.1,-2.3,1.3
COC(=O)C=C1CCC2C3CCC4=CC(=O)CCC4(C)C3C(=O)CC12C (stereo not drawn),-1.2,0.1,-2.9,2.8,-0.8,0.1,-0.3,1.9,-1.4,0.9,-1.5
CCN(CC)C(=O)[C@H]1C[C@H](CC(=O)NC/C=C(\C)CCC=C(C)C)C(=O)N2CCc3c([nH]c4cc(-c5ccco5)ccc34)[C@]12C,2.0,-11.1,-4.3,-11.8,-0.9,-394.0,1.2,-0.8,-0.7,-0.5,-0.7
Nc1nc(-c2ccc([N+](=O)[O-])cc2)cc(=O)[nH]1,0.5,-1.8,-3.4,-9.9,-1.0,-0.6,-0.2,0.1,0.6,-2.3,1.9
Cc1csc2c(SCC(=O)NNC(=O)C(Cl)Cl)ncnc12,0.8,3.2,-1.1,-3.8,-1.4,-8.6,1.7,.,-0.7,-0.7,0.3
O=C(COc1ccccc1Cl)NCCCNC(=O)c1ccco1,0.1,3.2,0.1,-3.2,-1.0,-7.5,-3.0,3.5,-0.2,-2.0,-1.0
CCOC(=O)CC(=O)CSc1nc2c(C)c(C)ccc2cc1C,0.5,-10.0,-2.1,3.0,-0.3,-8.6,0.5,-0.6,0.0,-1.6,0.1
CSc1cccc(N2CC(C(=O)N(CC(C)C)c3c(N)n(Cc4ccccc4)c(=O)[nH]c3=O)CC2=O)c1 (stereo not drawn),-1.6,6.4,0.1,-3.2,-0.6,-1.9,0.3,0.6,0.4,0.5,-1.3
CC(C)N(Cc1nc(-c2ccc(Cl)cc2)no1)C(=O)CCCN1C(=O)c2ccccc2C1=O,0.1,-5.5,-2.1,4.9,-1.5,0.5,0.4,0.6,-0.4,1.6,4.1
Cc1ccc(CNC(=O)CCCn2c(=O)c3ccccc3n(CC(=O)NC3CCCC3)c2=O)cc1,-0.4,-3.8,2.9,0.5,-0.6,2.5,-0.1,-0.5,0.5,-0.6,1.5
COc1ccccc1C(O)c1ncc(-c2ccc(Cl)cc2)[nH]1 (stereo not drawn),1.3,-1.2,-1.4,1.1,-1.4,1.9,-2.3,.,-0.2,0.7,2.1
COc1cc(NC(=O)c2ccc(Cl)cc2)c(Cl)cc1NC(=O)c1cccnc1,-0.9,7.1,-2.4,-9.8,-0.4,-10.3,1.6,0.8,-0.1,-1.4,-1.5
O=C1NC[C@@H](CCCCN2CCN(CCC3CCCCC3)C(=O)C2=O)N(CCC2CCCCC2)C1=O,-0.7,2.8,-0.5,3.5,-1.1,3.0,.,.,-0.8,-1.7,-1.2

Bioassay records from PubChem BioAssay.
